PLC-gamma1 inh: PLC-gamma1 enzyme inhibitors, primary screen, biochemical, fluorescence, purified enzyme; 1-phosphatidylinositol 4,5-bisphosphate phosphodiesterase gamma-1 (Homo sapiens), P19174; inhibition, % at 12.2 µM; fluorogenic substrate; 0.84% of 370,000 active; in the data active means inhibition above about 9.5%
Tn6 DDE FP: inhibitors of Tn6 peptide binding to fibrin DD(E), primary screen, biochemical, fluorescence polarization, human fibrin, Tn6 probe. Fibrin DD(E) TRITC-Tn6 fluorescence polarization displacement. inhibition, % at 8.3 µM. 0.21% of 370,000 active;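 active means inhibition above a per-campaign cutoff: mean of compounds within control limits plus 3 SD, cut at about 15% in these data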;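 further: 0% = median of all compound wells on the plate and 100% = blocking peptide control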
TDP2 absorb: human TDP2 enzyme inhibitors, primary screen, biochemical, epi absorbance, recombinant enzyme; T5PNP hydrolysis, p-nitrophenol absorbance 415 nm; inhibition, % at 12.8 µM; 0.34% of 370,000 active;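 active means inhibition above the mean of all tested compounds plus 3 SD, set per campaign, cut at about 25% in these data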;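 further: 0% = DMSO with enzyme and 100% = buffer with substrate but no TDP2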
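System – recombinant human TDP2 · Amount – 120 nM TDP2 per well · Buffer or medium – Mg2+-containing Tris-HCl buffer, pH 7.5 · Reagent – T5PNP substrate, 5 mM · Dosing – 12.8 µM single point, 1% DMSO · Incubation – 2 h at 37 °C · Measured by – epi absorbance · Read-out basis – percent inhibition · Benchmarks – high control without enzyme, low control DMSO plus TDP2 · Repeats – singlicate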
ADAM10 inh: human ADAM10 inhibitors, primary screen, biochemical, QFRET, HTS | recombinant ADAM10, EDANS/DABCYL FRET peptide cleavage, 3 h | Disintegrin and metalloproteinase domain-containing protein 10 (Homo sapiens), O14672 | 0.62% of 370,000 active | inhibition, % at 7 µM;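 active means inhibition above a per-campaign cutoff equal to the mean of compounds falling between control-based bounds plus 3 SD, cut at about 20% in these data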;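 further: 0% = DMSO wells while the 100% control is not disclosed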
ASAP1 GAP inh: inhibitors of human ASAP1 ArfGAP activity, primary screen, biochemical, fluorescence polarization; 0.19% of 360,000 active; Arf-GAP with SH3 domain, ANK repeat and PH domain-containing protein 1 (Homo sapiens), …; AID 624377, 2012; ASAP1-stimulated ARF1 GTP hydrolysis, GDP FP detection; inhibition, % at 16.5 µM; in the data active means inhibition above about 25%;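 further: 0% = vehicle with enzyme and substrate and 100% = no enzyme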
ARFGAP1 inhibitor: inhibitors of rat ARFGAP1 GAP activity, primary screen, biochemical, fluorescence polarization, GDP tracer; Arfgap1-stimulated ARF1 GTP hydrolysis, GDP FP detection; AID 651572, 2012; 0.26% of 360,000 active; inhibition, % at 16.5 µM; ADP-ribosylation factor GTPase-activating protein 1 (Rattus norvegicus), Q62848;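 active means inhibition above a per-plate limit, mean inhibition of low control wells plus 3 SD, cut at about 25% in these data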;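 further: 0% = DMSO wells with enzyme and 100% = wells lacking Arfgap1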
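Assay system: purified rat His6-Arfgap1 residues 1-136 (GAP domain); Reagent: human Δ17 ARF1 bound to GTP; Dosing: 16.5 µM single point, 1.26% DMSO; Times: GTP hydrolysis reaction 2 h at 25 °C; Signal: FP, GDP Alexa 633 tracer displaced from anti-GDP antibody, 620/688 nm; Measure: % inhibition from polarization.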
DDE Tn7 FP inh: inhibitors of Tn7 peptide binding to fibrin DD(E), primary screen, biochemical, fluorescence polarization, human fibrin, Tn7 probe; Fibrinogen beta chain (Homo sapiens), P02675; FP displacement of FITC-Tn7 peptide from fibrin DD(E); 0% = median of compound wells per plate; inhibition, % at 8.3 µM; 0.13% of 370,000 active;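 active means inhibition above the mean of compounds falling within the control limits plus 3 SD of them, cut at about 14% in these data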;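 further: 0% = plate median of compound wells and 100% = 10 µM Aha-Tn7 peptide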
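Test system: human clot-derived fibrin DD(E) complex / Quantity: 2 µM final DD(E) protein / Incubation: 10 min plus 3 h, room temperature / Measured by: fluorescence polarization / Benchmarks: high control of 10 µM Aha-Tn7 peptide / Replicates: singlicate testing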
PLCb3 inh: human PLC-beta3 inhibitors, primary screen, biochemical, fluorescence. inhibition, % at 12.2 µM. AID 720704, 2013. 1-phosphatidylinositol 4,5-bisphosphate phosphodiesterase beta-3 (Homo sapiens), Q01970. Purified PLC-beta3, fluorogenic substrate. 0.18% of 370,000 active; in the data active means inhibition above about 11%;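 further: 0% = median of compound wells on plate and 100% = full blocker control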
Target sequence (Q01970 whole entry, looked up): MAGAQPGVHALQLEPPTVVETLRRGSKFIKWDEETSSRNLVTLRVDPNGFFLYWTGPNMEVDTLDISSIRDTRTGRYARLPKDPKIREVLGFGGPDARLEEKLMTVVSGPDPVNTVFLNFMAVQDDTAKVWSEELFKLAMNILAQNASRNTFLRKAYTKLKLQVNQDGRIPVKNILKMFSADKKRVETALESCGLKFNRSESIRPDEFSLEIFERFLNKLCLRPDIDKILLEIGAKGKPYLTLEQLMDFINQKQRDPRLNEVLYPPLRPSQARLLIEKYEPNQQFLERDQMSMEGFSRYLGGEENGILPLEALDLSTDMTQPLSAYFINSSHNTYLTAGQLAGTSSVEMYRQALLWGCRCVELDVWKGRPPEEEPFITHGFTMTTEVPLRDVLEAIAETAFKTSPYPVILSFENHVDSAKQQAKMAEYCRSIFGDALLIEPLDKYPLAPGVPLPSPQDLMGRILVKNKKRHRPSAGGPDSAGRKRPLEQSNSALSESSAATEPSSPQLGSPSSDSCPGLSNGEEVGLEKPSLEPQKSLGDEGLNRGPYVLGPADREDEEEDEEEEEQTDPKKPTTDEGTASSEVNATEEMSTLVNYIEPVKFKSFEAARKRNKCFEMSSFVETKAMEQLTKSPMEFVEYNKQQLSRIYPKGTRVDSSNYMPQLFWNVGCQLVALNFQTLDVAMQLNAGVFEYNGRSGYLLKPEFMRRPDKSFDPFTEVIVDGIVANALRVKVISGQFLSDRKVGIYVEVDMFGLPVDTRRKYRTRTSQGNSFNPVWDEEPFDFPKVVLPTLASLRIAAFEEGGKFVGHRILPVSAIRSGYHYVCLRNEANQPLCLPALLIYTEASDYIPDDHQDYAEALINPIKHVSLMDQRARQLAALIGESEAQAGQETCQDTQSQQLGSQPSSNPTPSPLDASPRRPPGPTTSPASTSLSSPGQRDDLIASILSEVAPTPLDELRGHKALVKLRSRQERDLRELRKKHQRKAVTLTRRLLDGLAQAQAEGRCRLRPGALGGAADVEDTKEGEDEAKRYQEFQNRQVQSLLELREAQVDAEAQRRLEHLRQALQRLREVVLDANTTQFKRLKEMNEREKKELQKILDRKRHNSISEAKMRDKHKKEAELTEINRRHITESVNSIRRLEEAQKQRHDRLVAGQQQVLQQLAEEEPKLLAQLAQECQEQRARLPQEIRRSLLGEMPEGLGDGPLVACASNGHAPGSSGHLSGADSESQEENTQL
SIAE primary: human SIAE inhibitors, primary screen, biochemical, fluorescence polarization, FP-Rh probe, 1536-well HTS; Sialate O-acetylesterase (Homo sapiens), Q9HAT2; SIAE FP-Rh probe binding; inhibition, % at 9.66 µM; 0.69% of 370,000 active;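 active means inhibition above a cutoff: mean of compounds within the control limits plus 3 SD of those, cut at about 17% in these data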;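 further: 0% = plate median of compound wells and 100% = probe without SIAE protein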
ADAM17 inh: ADAM17 inhibitors, primary screen, biochemical, QFRET | inhibition, % at 6.95 µM | 0.83% of 370,000 active | Disintegrin and metalloproteinase domain-containing protein 17 (Homo sapiens), P78536 | recombinant ADAM17, EDANS/DABCYL FRET peptide cleavage;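 active means inhibition above the mean of compounds lying between control limits plus 3 SD, set per campaign, cut at about 8.5% in these data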;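 further: 0% = DMSO-only wells as the low control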
Starred values were filed as active, the others as inactive; . = no result given. No enrichment for hits. Share with any hit: about 3.6%.

SMILES	PLC-gamma1 inh	Tn6 DDE FP	TDP2 absorb	ADAM10 inh	ASAP1 GAP inh	ARFGAP1 inhibitor	DDE Tn7 FP inh	PLCb3 inh	SIAE primary	ADAM17 inh
COc1ccc(C(=O)C2(C(=O)NCc3ccccc3)CC(c3ccccn3)=NO2)cc1 (stereo not given)	0.2	-2.8	2.0	2.4	.	.	-2.8	1.2	-0.8	1.0
COc1cc(/C=N/NC(=O)c2ccc(CSc3nc4ccccc4[nH]3)cc2)ccc1O	-20.2	-19.9	-9.7	12.1	1.2	-14.5	-2.7	-21.7	18.6*	6.2
O=C1[C@H]2[C@@H](c3ccccc3)N[C@]3(CCCN(Cc4ccc(F)cc4)C3=O)[C@H]2C(=O)N1Cc1ccccc1	4.0	3.6	-2.5	1.7	10.2	2.7	-5.9	-0.7	-1.4	-1.4
CCN1CCN(CCNC(=O)c2ccc(CS(=O)(=O)c3c(Cl)cccc3Cl)o2)CC1	1.6	5.2	0.5	12.5	-8.3	2.9	-1.5	0.2	0.4	1.2
COc1cc(OC)cc(C(=O)Nc2nc(CC(=O)NCCc3ccccc3)cs2)c1	0.3	-7.5	22.3	2.6	6.3	13.1	0.0	-6.1	-14.6	0.1
CC(=O)N1CCCC(C)(C(=O)Nc2ccc3oc(C)nc3c2)C1 (stereo not given)	0.6	2.1	8.3	-4.7	0.4	-8.8	2.9	-0.1	11.5	-2.9
Cn1cccc1CC(=O)NNC(=O)Nc1ccc(F)cc1	-2.7	2.6	-0.3	3.8	7.9	-5.6	-9.1	0.1	8.6	0.2
O=C(COC(=O)c1ccccc1SCC(=O)N1CCCC1)Nc1ccc(OC(F)F)cc1	-1.6	-0.3	-15.4	-4.7	-5.1	6.6	6.8	-4.2	19.8*	-2.1
CCNS(=O)(=O)c1cc(S(C)(=O)=O)ccc1Cl	4.6	-0.3	1.2	1.4	-8.2	-9.3	-2.6	4.5	0.2	-0.9
Cc1ccc(C)c(OCC(=O)NCCN(C)C)c1	1.5	6.3	-2.5	2.5	0.1	0.0	5.6	2.7	-2.9	-5.4

The list goes on (two carried over from the part before).
SMILES	PLC-gamma1 inh	Tn6 DDE FP	TDP2 absorb	ADAM10 inh	ASAP1 GAP inh	ARFGAP1 inhibitor	DDE Tn7 FP inh	PLCb3 inh	SIAE primary	ADAM17 inh
CCNS(=O)(=O)c1cc(S(C)(=O)=O)ccc1Cl	4.6	-0.3	1.2	1.4	-8.2	-9.3	-2.6	4.5	0.2	-0.9
Cc1ccc(C)c(OCC(=O)NCCN(C)C)c1	1.5	6.3	-2.5	2.5	0.1	0.0	5.6	2.7	-2.9	-5.4
COc1ccc(NC(=O)Nc2nnc(N3CCC(C)CC3)s2)cc1OC	0.1	3.0	-3.6	-13.7	3.5	1.4	4.1	-0.4	1.8	-2.2
CCn1c(SCc2nc3ccccc3[nH]2)nnc1-c1cccs1	-6.6	5.4	17.9	0.6	-6.6	-3.0	1.4	-12.9	-0.9	-7.9
COc1ccc(C(C(=O)NC(C)(C)C)N(C(=O)CNC(=O)c2cccs2)c2ccc(C)cc2)cc1OC (stereo not given)	-9.2	-1.4	1.7	3.5	1.2	-2.8	2.5	2.3	0.1	-3.6
Cc1nc(SCC(=O)NC(=O)NC(C)(C)C)nc(C)c1C	-1.9	-1.0	5.0	3.2	-13.1	2.0	6.2	-5.4	4.9	-2.2
C=CCN1C(=O)[C@H](CC(=O)NCC2CCCCC2)[C@@]2(C(=O)OCC)CCCC=C12	6.3	-5.3	-10.1	2.3	.	.	-1.2	3.3	-2.9	3.6
Cc1ccc(OCc2nnc(SCC(=O)O)n2-c2ccccc2)cc1	6.6	2.1	-15.3	1.2	8.0	2.5	-1.1	-1.6	4.5	-0.3
O=C(Nc1ccccc1)NN(C(=O)CCl)c1ccccc1	-2.1	3.1	4.1	4.1	-2.4	-3.5	4.4	-1.5	-2.5	-2.3
Cc1cc(C(=O)N2CCc3ccccc3C2)c(C)o1	-2.8	7.5	-3.6	-7.0	-2.0	-2.9	7.6	-5.6	-5.0	-2.8
Cn1c(Oc2ccc(F)cc2F)c(C=O)c2ccccc21	0.4	4.0	9.5	-5.0	6.0	-18.3	-0.9	-3.8	5.9	-1.8
COc1ccc(-n2c(C)cc3cc(OC(C)=O)ccc32)cc1	1.9	-2.0	12.0	4.4	12.3	-8.6	-2.0	-4.8	9.9	1.8
CC1CCCCN1CCCNc1ccc(C(CC(N)=O)NC(=O)Cc2cccc3ccccc23)cc1[N+](=O)[O-] (stereo not given)	1.6	1.7	-13.1	12.4	-5.2	9.5	-2.4	8.4	-4.0	1.6
CCOc1ccc(CCNC(=O)Cc2ccc(NC3=NC4CS(=O)(=O)CC4S3)cc2)cc1OCC (stereo not given)	0.0	1.4	7.2	-4.3	-2.6	-3.4	-1.3	3.2	0.0	-2.6
Cc1ccc(NC(=O)c2snc3ccc(Cl)cc23)cc1C	-0.9	-1.0	-8.1	-3.0	-10.5	2.6	3.3	-1.6	-1.5	1.0
CC(C)(C)C(=O)Nc1ccccc1C(=O)NCc1cccnc1	-1.6	4.5	0.6	-12.0	-11.0	4.1	4.5	-9.6	-2.3	-10.7
CC(C)(C)C(=O)Nc1ccc(N2CCN(c3ccc(C(F)(F)F)cn3)CC2)nc1	3.1	3.9	-6.5	-2.1	-3.8	4.3	0.3	-4.0	-4.5	-2.5
CC(c1ccccc1)N1CC(C(=O)Nc2nccs2)CC1=O (stereo not given)	0.6	3.3	0.9	-2.0	12.0	1.7	2.3	-7.5	3.1	-5.0
CC1(C2CCC3C4CCC5CC6(CCC5(C)C4C(=O)CC32C)OCCO6)OCCO1 (stereo not given)	2.6	-11.0	3.1	-20.1	-0.7	7.8	0.7	-5.0	-15.3	-1.2
O=[N+]([O-])c1cccc(S(=O)(=O)N/N=C/c2ccc(O)cc2)c1	2.3	5.5	-3.6	0.0	0.3	7.9	1.7	0.3	10.1	-5.2
Cc1c(NC(=O)NCc2ccccc2)c(=O)n(-c2ccccc2)n1C	2.7	-1.1	-8.0	4.8	-9.2	-9.3	-4.3	1.1	5.4	-2.8
COc1ccc(CNc2nc3c(c(=O)n(Cc4ccc(F)cc4)c(=O)n3C)n2C)cc1	2.2	5.3	-5.0	0.8	16.4	1.3	6.7	1.1	0.6	-3.5
CC1=NN(C(=O)c2c(Br)cnn2C)C(O)(C(F)(F)F)C1 (stereo not given)	1.4	4.0	-5.8	-6.7	-8.1	9.4	-2.0	0.1	3.0	-0.3
COc1ccc(NC(=O)CCSc2ccc(C)cc2)cc1S(=O)(=O)Nc1ccccc1Cl	3.9	-4.2	3.2	16.3	12.8	2.8	6.5	2.5	-39.2	3.6
O=C(CN1CCCCC1)N/N=C/c1ccccc1Br	1.9	-2.3	9.1	-3.9	-7.6	-9.7	5.5	-4.2	4.6	-3.5
Cc1noc(C)c1C(=O)OC(C)C(=O)Nc1ccc(C(N)=O)cc1 (stereo not given)	2.5	0.5	-5.9	-2.6	-6.9	-12.4	-1.6	-10.9	5.1	-4.1
O=C(CC1C[C@H](C(=O)N2CCOCC2)[C@@]2(CCC3CCCC3)c3[nH]c4ccccc4c3CCN2C1=O)NCc1cccc(C(F)(F)F)c1 (stereo not given in full)	1.0	2.8	5.0	-6.8	9.1	7.4	-7.4	3.7	13.6	-1.7
CCOC(=O)C1=C(COC(=O)CNS(=O)(=O)c2c(F)cc(F)cc2Br)NC(=O)NC1C (stereo not given)	-0.7	0.2	11.7	-0.4	-6.4	-6.0	8.6	-1.1	2.8	-2.7
CS(=O)(=O)N(CCc1ccccc1)CC(=O)N1CCN(c2ccc(F)cc2)CC1	-1.4	1.0	4.2	-5.4	2.8	-0.4	7.3	-0.6	-7.4	-3.3
O=C(Cc1ccccc1F)Nc1cc(S(=O)(=O)N2CCOCC2)ccc1N1CCOCC1	-2.1	14.1	-9.8	-4.7	-5.0	-1.6	3.2	-6.1	-1.3	-5.3
O=C(Nc1ccccc1F)C1CCCN(S(=O)(=O)c2ccccc2)C1 (stereo not given)	1.9	10.0	-5.1	0.6	7.8	2.6	-0.4	1.2	4.1	0.8
CCOC(=O)Cc1ccc(NS(=O)(=O)c2ccc(SC)cc2)cc1	1.6	1.0	-10.3	4.1	11.3	8.7	-3.3	-1.3	-5.9	4.0
Nc1c(Cl)cc(-c2cn(CCC(=O)O)c(-c3ccc(Cl)nc3)n2)cc1Cl	-6.4	-1.5	5.2	-4.3	6.3	1.4	-11.3	-8.7	3.6	-4.6
COc1cccc(-c2nc3sc4c(c3c(=O)[nH]2)CCCCC4)c1	-2.6	-3.8	2.2	-9.1	-19.3	8.1	-4.3	0.2	2.2	-3.3
O=NN(CC(=O)NN=CC=Cc1ccccc1)CC(=O)NN=CC=Cc1ccccc1	9.0	2.6	-6.1	2.2	9.6	11.9	2.2	8.1	-17.8	0.7
COc1ccccc1NC(=O)CSc1nnnn1C	0.5	-2.1	-10.1	8.8	-12.2	-1.1	1.3	1.1	0.8	0.5
O=C(NCCCN1CCC(Cc2ccccc2)CC1)C1CCN(S(=O)(=O)N2CCOCC2)CC1	-1.5	7.7	-2.2	0.1	-7.7	5.2	3.6	2.1	0.1	-4.1
Cc1ccc(NC(=O)CNC(C)c2ccccc2)cc1 (stereo not given)	0.7	-4.1	6.8	-2.0	-14.4	7.6	-4.6	4.4	3.4	-5.9
CC(Cl)c1cc(-c2ncc(C(F)(F)F)cc2Cl)no1 (stereo not given)	1.2	-0.9	4.4	4.8	3.4	1.5	-1.7	1.2	6.5	0.1
O=C(CCc1nnc(CCCCc2ccccc2)o1)NCCn1cccn1	3.0	-0.3	-8.6	5.7	2.9	17.5	5.4	1.9	0.5	-1.2
O=C1C=CC2(O[C@H](c3ccccc3)[C@@H](c3ccccc3)O2)[C@H](Sc2ccccc2O)C1	-0.4	-0.3	-1.4	-7.2	-2.8	-15.4	-0.7	-1.6	8.7	3.4
